AID2073 – disruptors of CaV2.2 binding to Mint1 – biochemical, HTRF (AID 2073); 290,000 tested, 0.19% active; HTRF protein-protein interaction, Mint1-CaV2.2; higher % means a stronger effect; inhibition, % at 20 µM; hits with a dose series show IC50 in µM; in the data active = inhibition mostly above about 51%, no sharp cut-off; inconclusive = no clear call, values can overlap the other calls; inactive = mostly below about 53%; note: some results filed as inactive read as strong as hits
SIAH1 antagonists – blockers of Siah-1 interaction with plectin peptide – biochemical, fluorescence polarization, rhodamine-plectin, uHTS, primary screen (AID 1817). Siah-1 / rhodamine-plectin peptide fluorescence polarization; higher % means a stronger effect. one-dose displacement, % at 20 µM; IC50 in µM for titrated hits. 290,000 tested, 0.02% active;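 active = displacement of at least 50% at 20 µM, with a fluorescence ratio check between 0.3 and a set limit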;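 note: plate controls were Siah plus tracer with DMSO for no effect and tracer alone without Siah for full effect; strong numbers were not always called active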
LYP inhibition – inhibitors of LYP phosphatase, biochemical, fluorescence intensity, uHTS (AID 1779); recombinant LYP phosphatase, fluorescence intensity; higher % means a stronger effect; inhibition, % at 11.5 µM; hits with a dose series show IC50 in µM; 290,000 tested, 0.054% active;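 note: plate controls were vehicle with enzyme for no effect and no enzyme for full effect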
Myeloid diff MLP – promotes myeloid progenitor differentiation; ER-HoxA9 myeloid progenitors, lysozyme-GFP differentiation, flow cytometry; calls only at 10 µM; 360,000 tested, 1% active; AID 624256;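 active = normalized GFP-positive differentiation at or above the plate's own cutoff, the solvent-only control mean plus 3 SD; inconclusive = no clear call, values can overlap the other calls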;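 note: cells exposed to compound for four days before flow analysis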
Hep lipid drop – modulators of hepatic lipid droplet formation; AID 1656; AML12 mouse hepatocytes, oleate lipid droplets, BODIPY imaging; inhibition, % at 6.5 µM; 240,000 tested, 0.4% active;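 active = lipid droplet intensity inhibited by at least 50%, with more than 500 cells counted; inconclusive = wells with under 300 cells, treated as cytotoxic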
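Material – AML12 mouse liver cells · Also added – oleate loading, 100 µM · Compound dosing – 6.5 µM single-point dosing · Times – overnight treatment with compound plus oleate · Measured by – fluorescence imaging, 20x objective, two fields per well · Read-out – percent inhibition of filter-corrected integrated lipid droplet intensity per well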
HEK293 NOD2/NF-kB – NOD2 signaling inhibitors, cell-based, luminescence, uHTS, HEK293 (AID 1566) | HEK293 NOD2/NF-kB luciferase reporter, luminescence; higher % means a stronger effect | inhibition, % at 4 µM; hits with a dose series show EC50 in µM | 290,000 tested, 0.63% active; note: many of its hits are not listed in these tables
NS5 inhibitors – Dengue-2 NS5 methyltransferase inhibitors, primary screen, biochemical, confirmation dose response (AID 588689); Dengue-2 NS5 methyltransferase capping enzyme assay, biochemical; higher % means a stronger effect; inhibition, % at 25 µM, or IC50 in µM where a hit was titrated; 340,000 tested, 0.3% active; in the data active = a potency from the dose series; inconclusive = inhibition above about 29% without an active follow-up result
HIV peptide binding – inhibitors of HIV fusion peptide binding, primary screen, biochemical, uHTS, fluorescence dequenching (AID 1986). cell-free peptide binding, fluorescence dequenching, 30 min; higher % means a stronger effect. 290,000 tested, 0.3% active. one-dose inhibition, % at 20 µM; IC50 in µM for titrated hits; in the data active = inhibition mostly above about 52%, no sharp cut-off; inactive = mostly below about 76%; note: some results filed as inactive read as strong as hits
XIAP antagonists – small molecules displacing peptide from XIAP – biochemical, IAP family, fluorescence polarization (AID 1018) | XIAP BIR domain, fluorescence polarization peptide displacement; higher % means a stronger effect | displacement, % at 20 µM, or IC50 in µM where a hit was titrated | 200,000 tested, 0.007% active; in the data active = displacement above about 50%; note: a part of the inactive calls stands beside numbers as strong as those of hits
Hep lipid drop cells 6.5 µM – recorded beside Hep lipid drop, whose call it bears; cell count; measured here: cell count, cytotoxicity flag;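 cells counted across two imaged fields per well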
NS5 inhibitors pilot replicate – second read-out of NS5 inhibitors, no call of its own (marks repeat the call); inhibition, %; measured here: pilot screen replicate inhibition
Myeloid diff MLP GFP+ MAC1+ % – recorded beside Myeloid diff MLP, whose call it bears; GFP+ MAC1+ double positive, %; measured here: differentiation confirmed by MAC1 staining
Active calls of the source: *; i = inactive; ? = inconclusive; . = no result given; + = active, no number. Cut-off read from the data, not from the text of the source, unless noted: active = inhibition above about 50%; inactive = the rest. This is a subset; rates above refer to the full screens.

SMILES	AID2073	SIAH1 antagonists	LYP inhibition	Myeloid diff MLP	Myeloid diff MLP GFP+ MAC1+ %	Hep lipid drop	Hep lipid drop cells 6.5 µM	HEK293 NOD2/NF-kB	NS5 inhibitors	HIV peptide binding	XIAP antagonists	others
O=c1cc(CN2CCN(S(=O)(=O)/C=C/c3ccccc3)CC2)c2ccc(O)cc2o1	35%	13%	4%	i	0.4	-4	607	-10%	-1%	16%	-16%
CCn1cc(C(=O)N2CC(C)CC(C)C2)c(=O)c2cc(S(=O)(=O)N3CCOCC3)ccc21 (configuration not stated)	-3%	-7%	-13%	i	0.8	.	.	12%	-10%	-0.9%	-4.7%	NS5 inhibitors pilot replicate=-3.2
CC(Cl)C(=O)NNC(=O)CNS(=O)(=O)c1ccccc1 (configuration not stated)	8%	1%	-1%	i	0.3	-10	700	12%	-2%	0.0%	-6.2%
CN(C)c1nc(N)c2ncc(=S)[nH]c2n1	-8%	5%	0%	i	0.5	-13	690	22%	17%	1.7%	-5.8%
CC(=O)N(c1ccc(Cl)cc1)c1nc(C)cc(C)c1C#N	1%	6%	-5%	i	0.4	-14	752	10%	.	-0.9%	-2.8%
COCC1CCN(Cc2c(C(=O)N3CCN(C4CCCCC4)CC3)nc3ccccn23)C1 (configuration not stated)	12%	-8%	-7%	i	0.5	1	861	22%	6%	4.0%	.
COc1ccc(N(C(C)=O)C2C=CS(=O)(=O)C2)c(OC)c1 (configuration not stated)	15%	-2%	-6%	i	4.2	.	.	-10%	-6%	2.0%	-4.0%
Cc1cccc(N(CC(=O)NC(C)(C)C)C(=O)CNC(=O)c2cccs2)c1C	2%	2%	-8%	i	1.0	-5	721	13%	-2%	-0.6%	.
O=C(Nc1ccccc1C(=O)N1CCOCC1)c1ccc(CSc2ccccc2)cc1	5%	4%	0%	i	0.2	1	684	2%	1%	-1.0%	-4.6%
CCCC(=O)Nc1ccc(Cl)c(NC(=S)NC(=O)C(C)C)c1	-2%	-4%	-8%	i	0.1	15	659	10%	2%	0.0%	-3.9%
COc1cccc2c3c(c(C)nc12)CCN3c1ccccc1	33%	1%	2%	i	0.6	7	732	16%	-5%	-0.5%	-19%
Cc1c(C(=O)N2CCCCC2)c(S(=O)(=O)N2CCc3ccccc32)c(C)n1C	-4%	13%	-9%	i	0.5	-89	705	9%	3%	0.1%	.
Cc1ccc(CCN2CC(C(=O)NCCCN(C)Cc3ccccc3)CC2=O)cc1 (configuration not stated)	2%	2%	8%	i	0.8	.	.	9%	3%	4.1%	-2.3%
NNC(=O)c1ccc(Oc2cc(Cl)cc(Cl)c2)o1	-10%	3%	-3%	+	0.9*	-4	709	-14%	0%	-2.2%	.
COc1ccc(-c2coc3cc4oc(=O)cc(-c5ccccc5)c4cc23)cc1F	22%	-9%	-1%	.	.	-65	375	-11%	-11%	-2.1%	-5.8%
O=C(NCc1ccccc1)C1CCCN(C(=O)Nc2ccccc2)C1 (configuration not stated)	-5%	2%	-13%	i	1.1	6	718	-76%	-3%	-2.6%	-6.2%	NS5 inhibitors pilot replicate=-4.1
COc1ccc2c(c1)N(C)C(=O)CC(c1ccccc1)=N2	?	8%	-1%	i	1.9	2	791	15%	6%	0.9%	-9.8%
COc1ccc(OC(C)C(=O)NC(C)c2ccccc2)cc1 (configuration not stated)	-2%	1%	-6%	i	0.2	-18	844	9%	-3%	0.9%	.
COC(=O)c1sccc1OC(C)C(C)=O (configuration not stated)	14%	-6%	-3%	i	0.7	.	.	6%	-1%	-3.2%	-2.6%
COc1cccc(/C=N\NC(=O)C2=NNC(=O)C2C)c1O (configuration not stated)	-6%	29%	-1%	i	0.6	15	648	-28%	3%	7.2%	-2.4%
CCC(=O)C1CCCN(C(=O)CCc2nnc(-c3ccc(C(C)=O)s3)o2)C1 (configuration not stated)	-5%	0%	-8%	i	3.5	19	753	-37%	-3%	-0.7%	.
COC(=O)c1c(-c2ccc(Br)cc2)csc1NC(=O)Cc1ccc(OC)c(OC)c1	7%	4%	-1%	i	0.4	-3	793	15%	-10%	-1.2%	-6.2%
Cc1cccc(NC(=O)C2CCCN(S(=O)(=O)c3cccs3)C2)c1C (configuration not stated)	0%	-1%	-12%	i	1.3	4	835	-20%	-7%	3.1%	.
COc1ccc(C2c3ccc(O)cc3Oc3ncn(CCN4CCOCC4)c(=N)c32)cc1OC (configuration not stated)	2%	-4%	-2%	i	0.4	-25	671	-1%	?	0.4%	.
COc1ccc(S(=O)(=O)CCC(=O)Nc2cccc(OC)c2)cc1	4%	1%	-11%	.	.	-12	752	12%	.	0.9%	-8.1%
CN(Cc1ccccc1)Cc1c(O)ccc2ccccc12	-7%	6%	-9%	i	2.1	2	806	4%	-5%	1.8%	.	NS5 inhibitors pilot replicate=-2.4
COc1ccc(-c2[nH]ncc2/C=N\NC(=O)c2cccs2)cc1OC	6%	0%	-3%	i	1.0	4	711	-8%	5%	1.1%	.
CCC1=NN(C(=O)C(=O)Nc2ccc(OC)cc2)C(O)(C(F)(F)F)C1 (configuration not stated)	-2%	-5%	-6%	i	1.6	.	.	2%	-4%	-3.4%	0.2%
O=C(CC1SC(=O)N(c2ccccc2)C1=O)Nc1ccc(Br)cc1 (configuration not stated)	-32%	1%	1%	i	0.8	1	772	-15%	.	7.1%	.
O=S(=O)(Nc1ncccn1)c1ccc(NC(=S)Nc2cccc(Cl)c2)cc1	-13%	3%	5%	.	.	-14	728	6%	.	2.0%	.
CC1CCC(NCc2ccco2)CC1 (configuration not stated)	26%	3%	-1%	i	0.0	-2	798	2%	5%	2.7%	-10%
O=C(COc1c(F)c(F)cc(F)c1F)NC(=O)NC1CCCC1	2%	0%	0%	i	0.4	.	.	-6%	3%	-2.6%	-3.9%
Cc1cccc(C2=N/C(=C/c3cccs3)C(=O)O2)c1	28%	-7%	7%	i	0.5	42	778	-8%	13%	5.4%	0.0%
CCOc1ccc(-n2c(CCc3ccccc3)n[nH]c2=S)cc1	-5%	-4%	-5%	i	0.2	0	736	23%	-1%	-1.9%	-7.5%
O=C(C1=C[C@@H](C2CCCCC2)C[C@@H](OCCCCO)O1)N1CCN(Cc2ccc3c(c2)OCO3)CC1	0%	3%	-8%	i	0.5	-3	680	-6%	-5%	0.9%	0.9%
COc1ccc(N2C(=O)CCC(C(C)=O)=C2C)cc1	-6%	0%	-1%	i	2.1	.	.	16%	-6%	4.8%	1.0%	NS5 inhibitors pilot replicate=4.7
COc1ccc(NC(=O)C23CC4CC(C2)CC(n2cnc(Br)n2)(C4)C3)cc1Cl	-4%	1%	2%	i	1.0	.	.	18%	-2%	0.4%	-4.9%
O=C(Nc1ccccc1)c1ccc(S(=O)(=O)Nc2cccc(O)c2)cc1	8%	8%	-11%	i	0.8	2	744	16%	6%	0.1%	.
CNC(=S)N1CCC(NC(=O)c2ccco2)CC1	-13%	3%	-8%	.	.	-13	671	-7%	.	-0.3%	.
CCNC(=S)N/N=C(\C)c1ccc2c(c1)OCCO2	-17%	11%	-4%	i	0.6	4	655	-9%	-7%	-1.0%	-1.1%
O=C(N/N=C/c1cccs1)c1ccc2c(c1)OCO2	-1%	3%	3%	i	0.7	17	629	-36%	1%	1.8%	0.8%
CC1=C(C(=O)Nc2ccc(C)cc2C)C(c2ccc(C)o2)NC(=O)N1 (configuration not stated)	-5%	5%	-8%	i	6.1	-12	732	15%	-15%	1.6%	-6.8%
O=C(O)c1nn(-c2ccccc2)c(-c2ccccc2)c1C(=O)c1ccccc1	0%	7%	5%	i	0.2	5	676	14%	-5%	2.1%	-4.7%
Cc1cc(C)nc(N2C(=O)CC(C(C)c3ccccc3)C2=O)n1 (configuration not stated)	-5%	2%	-7%	i	0.8	12	700	-1%	-1%	1.5%	-2.6%
COc1ccc(CNC(=O)C2CCCN(S(=O)(=O)N3CCC(C)CC3)C2)c(OC)c1 (configuration not stated)	8%	-6%	-9%	?	.	14	694	24%	2%	-1.5%	.
CSc1ncc(C(=O)Nc2cccc(C)c2C)c(C)n1	12%	2%	2%	i	0.8	-10	822	-9%	-2%	2.8%	.
CN1CCN(C(=O)c2cnn(-c3ccccc3)c2NC(=O)c2ccccc2Cl)CC1	10%	-1%	-6%	i	0.8	-20	728	-2%	-3%	1.2%	.
CS(=O)(=O)O/N=C1\CCCCC1c1ccc([N+](=O)[O-])cc1[N+](=O)[O-] (configuration not stated)	-28%	5%	-5%	i	0.6	13	410	-2%	-6%	0.3%	.
Cc1cc(C)c(OCC(=O)Nc2nc3ccccc3[nH]2)c(C)c1	1%	2%	2%	i	0.6	8	699	-16%	-5%	0.7%	1.9%
C[C@@H](NC(=O)[C@@H]1Cc2ccccc2CN1)C(=O)NC1CCCC1	4%	9%	-8%	i	6.0	-3	647	10%	3%	-1.4%	.

2 neighbouring records already listed, for reference:
SMILES	AID2073	SIAH1 antagonists	LYP inhibition	Myeloid diff MLP	Myeloid diff MLP GFP+ MAC1+ %	Hep lipid drop	Hep lipid drop cells 6.5 µM	HEK293 NOD2/NF-kB	NS5 inhibitors	HIV peptide binding	XIAP antagonists	others
O=C(N/N=C/c1cccs1)c1ccc2c(c1)OCO2	-1%	3%	3%	i	0.7	17	629	-36%	1%	1.8%	0.8%
CC1=C(C(=O)Nc2ccc(C)cc2C)C(c2ccc(C)o2)NC(=O)N1 (configuration not stated)	-5%	5%	-8%	i	6.1	-12	732	15%	-15%	1.6%	-6.8%

New compounds follow
SMILES	AID2073	SIAH1 antagonists	LYP inhibition	Myeloid diff MLP	Myeloid diff MLP GFP+ MAC1+ %	Hep lipid drop	Hep lipid drop cells 6.5 µM	HEK293 NOD2/NF-kB	NS5 inhibitors	HIV peptide binding	XIAP antagonists	others
CC(=O)c1cc2cc(O)ccc2o1	8%	1%	-19%	i	0.9	.	.	14%	-16%	-1.7%	-3.5%
Cc1[nH]nc(-c2ccc(O)c(C)c2O)c1-c1cnn(-c2ccccc2)c1	6%	3%	-2%	i	0.5	-8	751	7%	-4%	0.6%	-8.3%
Cc1ccc2nc(C)c(C(=O)NN=C3CCCCCC3)n2c1	4%	-2%	-3%	i	0.3	-14	690	16%	2%	-1.1%	0.7%
c1ccc(-c2cn(C[C@H]3CC[C@H](Cn4cc(-c5ccccn5)nn4)O3)nn2)nc1	18%	2%	-7%	i	1.3	-3	805	6%	3%	-0.7%	.
Cc1cc(Oc2ccc(OCC(N)=O)nn2)nc(Cl)n1	-5%	3%	-4%	i	0.0	2	677	10%	-3%	-1.9%	-8.1%
C/C(=N\NC(=O)c1ccc(Cl)cc1)c1cccs1	1%	11%	6%	i	0.6	-2	641	-76%	1%	1.4%	-4.0%
